# Screening results from PubChem.
# PLC-gamma1 inh – blocks human PLC-gamma1 enzyme activity; P19174; purified PLC-gamma1, fluorogenic substrate, fluorescence; inhibition, % at 12.2 µM; 370,000 compounds, 0.84% hits; AID 720700; in the data active = inhibition above about 9.5%
# Tn6 DDE FP – DD(E)-Tn6 binding inhibition, primary FP screen; 370,000 compounds, 0.21% hits; P02675; AID 720509; inhibition, % at 8.3 µM; Fibrin DD(E) TRITC-Tn6 fluorescence polarization displacement;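 active = inhibition above a per-campaign cutoff: mean of compounds within control limits plus 3 SD, cut at about 15% in these data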;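 also: 0% = median of all compound wells on the plate and 100% = blocking peptide control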
# SIAE inh – human SIAE inhibition, primary screen; Q9HAT2; SIAE FP-Rh probe binding, fluorescence polarization; inhibition, % at 9.66 µM; 370,000 compounds, 0.69% hits; AID 1053197;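 active = inhibition above a cutoff: mean of compounds within the control limits plus 3 SD of those, cut at about 17% in these data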;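 also: 0% = plate median of compound wells and 100% = probe without SIAE protein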
# TDP2 inh – blocks human TDP2 phosphodiesterase activity. 370,000 compounds, 0.34% hits. O95551. recombinant TDP2, T5PNP hydrolysis, p-nitrophenol absorbance 415 nm. inhibition, % at 12.8 µM;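 active = inhibition above the mean of all tested compounds plus 3 SD, set per campaign, cut at about 25% in these data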;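 also: 0% = DMSO with enzyme and 100% = buffer with substrate but no TDP2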
#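 System – recombinant human TDP2 · Quantity – TDP2 enzyme at 120 nM final · Doses – single concentration, 12.8 µM nominal, with 1% DMSO · Incubation – 2 h at 37 °C · Measured by – epi absorbance of p-nitrophenol freed from T5PNP by hydrolysis · Read-out – % inhibition relative to enzyme-containing and enzyme-free wells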
# ARFGAP1 inh – rat ARFGAP1 inhibition; Q62848; 360,000 compounds, 0.26% hits; AID 651572; Arfgap1-stimulated ARF1 GTP hydrolysis, GDP FP detection; inhibition, % at 16.5 µM;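 active = inhibition above a per-plate limit, mean inhibition of low control wells plus 3 SD, cut at about 25% in these data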;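 also: 0% = DMSO wells with enzyme and 100% = wells lacking Arfgap1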
#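 Material: truncated rat Arfgap1 GAP domain; Incubation: compound-enzyme preincubation 20 min, reaction 120 min, detection 60 min, 25 °C; Read-out: percent inhibition of Arfgap1-stimulated GTP hydrolysis; Technique: FP, GDP Alexa 633 tracer displaced from anti-GDP antibody, 620/688 nm; Controls: No-Arfgap1 wells (100%) versus DMSO full-reaction wells (0%); Replication: single well per compound.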
# DDE Tn7 FP inh – disrupts Tn7 cyclic peptide binding to fibrin D-Dimer-E complex. P02675. FP displacement of FITC-Tn7 peptide from fibrin DD(E); 0% = median of compound wells per plate. inhibition, % at 8.3 µM. 370,000 compounds, 0.13% hits. AID 720508;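 active = inhibition above the mean of compounds falling within the control limits plus 3 SD of them, cut at about 14% in these data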;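 also: 0% = plate median of compound wells and 100% = 10 µM Aha-Tn7 peptide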
#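 Assay system: Human fibrin DD(E) protein | Medium: Tris buffer with calcium and detergent, pH 7.8 | Reagent: 0.1 µM fluorescent Tn7 | Compound dosing: Single point at 8.3 µM | Times: 10 min preincubation, 3 h with tracer, room temperature | Detection: Fluorescence polarization of the labelled Tn7 tracer | Controls: Aha-Tn7 high control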
# ADAM10 inh – inhibits human ADAM10. recombinant ADAM10, EDANS/DABCYL FRET peptide cleavage, 3 h. inhibition, % at 7 µM. 370,000 compounds, 0.62% hits. AID 720582;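 active = inhibition above a per-campaign cutoff equal to the mean of compounds falling between control-based bounds plus 3 SD, cut at about 20% in these data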;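 also: 0% = DMSO wells while the 100% control is not disclosed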
# ADAM17 inh – inhibits human ADAM17; 370,000 compounds, 0.83% hits; inhibition, % at 6.95 µM; recombinant ADAM17, EDANS/DABCYL FRET peptide cleavage; P78536;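 active = inhibition above the mean of compounds lying between control limits plus 3 SD, set per campaign, cut at about 8.5% in these data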;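 also: 0% = DMSO-only wells as the low control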
# Target sequence (P78536 215-824 limits assumed): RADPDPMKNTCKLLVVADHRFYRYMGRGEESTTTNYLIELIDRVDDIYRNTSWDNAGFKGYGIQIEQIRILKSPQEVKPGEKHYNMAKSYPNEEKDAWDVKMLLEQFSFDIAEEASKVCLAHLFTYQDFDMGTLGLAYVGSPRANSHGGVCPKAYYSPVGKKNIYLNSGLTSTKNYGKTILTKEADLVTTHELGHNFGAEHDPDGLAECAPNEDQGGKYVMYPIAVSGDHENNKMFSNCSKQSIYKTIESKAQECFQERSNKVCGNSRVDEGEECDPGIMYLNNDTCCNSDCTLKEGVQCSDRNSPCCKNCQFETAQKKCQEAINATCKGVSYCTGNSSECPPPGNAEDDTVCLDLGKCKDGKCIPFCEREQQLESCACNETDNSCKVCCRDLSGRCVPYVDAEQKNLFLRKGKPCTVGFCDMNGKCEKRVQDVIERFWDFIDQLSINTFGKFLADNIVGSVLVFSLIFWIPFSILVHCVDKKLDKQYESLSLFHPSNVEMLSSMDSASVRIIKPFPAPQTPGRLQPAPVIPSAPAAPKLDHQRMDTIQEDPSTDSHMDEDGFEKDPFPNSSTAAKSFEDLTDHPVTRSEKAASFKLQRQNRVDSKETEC
# PLC-beta3 inh – PLC-beta3 (human) inhibition, primary screen; Purified PLC-beta3, fluorogenic substrate, fluorescence; 370,000 compounds, 0.18% hits; AID 720704; Q01970; inhibition, % at 12.2 µM; in the data active = inhibition above about 11%;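 also: 0% = median of compound wells on plate and 100% = full blocker control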
# ASAP1 inh – ASAP1 ArfGAP inhibition | Q9ULH1 | ASAP1-stimulated ARF1 GTP hydrolysis, GDP FP detection | inhibition, % at 16.5 µM | 360,000 compounds, 0.19% hits | AID 624377; in the data active = inhibition above about 25%;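 also: 0% = vehicle with enzyme and substrate and 100% = no enzyme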
# Target sequence (Q9ULH1 325-724 limits assumed): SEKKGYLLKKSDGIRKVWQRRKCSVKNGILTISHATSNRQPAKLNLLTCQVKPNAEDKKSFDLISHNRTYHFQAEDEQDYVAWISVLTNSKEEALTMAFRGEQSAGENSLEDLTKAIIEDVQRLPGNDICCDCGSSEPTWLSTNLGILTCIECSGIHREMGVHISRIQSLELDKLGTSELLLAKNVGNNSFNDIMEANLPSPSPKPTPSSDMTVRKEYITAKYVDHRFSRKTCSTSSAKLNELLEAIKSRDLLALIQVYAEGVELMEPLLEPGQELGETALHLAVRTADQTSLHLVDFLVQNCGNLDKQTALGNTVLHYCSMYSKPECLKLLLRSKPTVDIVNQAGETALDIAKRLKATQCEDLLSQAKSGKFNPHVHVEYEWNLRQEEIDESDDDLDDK
# * hit, by the source's call; . = no result given.
SMILES,PLC-gamma1 inh,Tn6 DDE FP,SIAE inh,TDP2 inh,ARFGAP1 inh,DDE Tn7 FP inh,ADAM10 inh,ADAM17 inh,PLC-beta3 inh,ASAP1 inh
COc1cccc(N(CC(=O)N2CCN(Cc3ccccc3)CC2)S(C)(=O)=O)c1,-2,0,0,0,6,-4,-8,-2,2,-4
CCCCN1CC(COCc2ccccc2)Oc2cc(Br)ccc2S1(=O)=O (stereo not drawn),2,0,0,-9,9,-4,8,1,-6,1
COc1ccc2[nH]c3c(c2c1)CCN1C(=O)N([C@@H](C)C(=O)NCc2c(F)cccc2Cl)C(=O)[C@]31C,-2,-1,2,1,10,-10,2,1,-3,-7
C=CCn1c(N2CCN(c3ccc(OC)cc3)CC2)nc2c1c(=O)[nH]c(=O)n2C,2,5,0,9,-7,-6,2,-4,-6,-10
CN1CCC(N(C)C(=O)c2ccccc2Nc2ccc(SC(F)F)cc2)CC1,1,-3,8,1,13,3,8,-1,-1,0
CCN(CC(=O)Nc1ccc2c(c1)OCCO2)CC(=O)Nc1cc(C)on1,1,6,2,7,6,0,-1,-3,1,-3
N#Cc1ccc(COc2cccc3cccnc23)cc1,-42,0,9,-15,-9,4,-10,-8,-67,-3
NC(=O)c1c(N)[nH]c(C(=O)c2ccccc2)c1-c1ccc(Cl)cc1Cl,-12,3,3,3,0,3,-17,-4,-22,9
CCCCN1C[C@H](c2ccc(OC)cc2)[C@@H](CC(=O)Nc2ccc(Br)cc2)C1=O,8,6,-16,-22,3,-3,10,14*,7,3
COc1ccccc1/C=N\NC(=O)c1c(C)nc2ccc(Cl)cn12,-5,7,-2,-5,-8,-5,-13,-2,-7,7
CC1(c2cccc(Br)c2)NC(=O)N(CC(=O)NC2CCCCC2)C1=O (stereo not drawn),1,-2,3,5,0,5,-6,-4,-5,-6
Nc1nc(SCC(=O)N2CCCc3ccccc32)n[nH]1,-1,1,-2,13,-1,-6,-4,-2,-4,3
Cc1cc(C(=O)N2CCCC(C(=O)c3cccc(C(F)(F)F)c3)C2)nc(C)n1 (stereo not drawn),2,7,10,2,2,-2,-5,-2,-1,3
CCOc1ccc(NC(=S)NC23CC4CC(CC(C4)C2)C3)cc1,2,4,1,0,2,-4,-4,0,-5,5
CCOC(=O)c1c(C)oc2cc(Br)c(O)c(Br)c12,-3,-8,4,-12,15,-6,10,2,-8,-16
CCOc1cc(/C=N/Nc2nc(-c3cccs3)c(NC(C)=O)s2)ccc1O,-4,4,17,-9,5,5,-11,-4,-13,-3
Cc1ccc(S(=O)(=O)N(C)C)cc1NC(=O)COc1ccccc1C(=O)Nc1ccccc1,-2,1,-55,0,-9,3,4,6,-5,1
CSc1nc2ccc3nc(NC(=O)c4cccs4)sc3c2s1,-61,12,-25,-4,-5,-1,-28,-8,-85,11
COc1cc(/C=N/NC(=O)CC#N)ccc1Oc1nc(Cl)ncc1F,-3,0,-5,11,15,2,-6,-3,-11,4
Cc1cccc(OCc2nnc(SCC(=O)c3c(N)n(C4CC4)c(=O)[nH]c3=O)o2)c1,2,-12,-1,-1,9,1,1,-6,-7,3

# Of the compounds above, these have two or more sulfur atoms.
SMILES,PLC-gamma1 inh,Tn6 DDE FP,SIAE inh,TDP2 inh,ARFGAP1 inh,DDE Tn7 FP inh,ADAM10 inh,ADAM17 inh,PLC-beta3 inh,ASAP1 inh
CCOc1cc(/C=N/Nc2nc(-c3cccs3)c(NC(C)=O)s2)ccc1O,-4,4,17,-9,5,5,-11,-4,-13,-3
CSc1nc2ccc3nc(NC(=O)c4cccs4)sc3c2s1,-61,12,-25,-4,-5,-1,-28,-8,-85,11

# (further entries)
SMILES,PLC-gamma1 inh,Tn6 DDE FP,SIAE inh,TDP2 inh,ARFGAP1 inh,DDE Tn7 FP inh,ADAM10 inh,ADAM17 inh,PLC-beta3 inh,ASAP1 inh
O=C1c2cccc(NCCCNCCO)c2C(=O)c2cccc(NCCCNCCO)c21,0,21*,-24,16,14,-6,-25,-7,-7,6
CCn1c(SCC(=O)N2CCN(C(=O)c3ccco3)CC2)nnc1C(C)C,-1,-3,-1,-2,-2,9,0,-5,-1,-15
CCOC(=O)Cc1csc(NC(=O)c2c(-c3c(F)cccc3Cl)noc2C)n1,-1,-4,-10,-9,1,2,3,-3,-5,6
Cc1nn(-c2cc(N3CCCC3)ccc2[N+](=O)[O-])c(=O)c2ccccc12,-2,-1,-2,1,-9,-3,-6,-3,1,0
COC(=O)c1ccc(NC(=O)Nc2ccc(F)c(Cl)c2)cc1,-2,-5,-33,-8,2,5,10,3,-1,17
O=C(NCCc1ccccc1)C(c1cccs1)N(C(=O)c1csnn1)C1CC1 (stereo not drawn),-1,-2,18*,-1,18,-1,-4,1,4,11
COCCNC(=O)CN(C(=O)CCC(=O)Nc1cc(C)on1)c1cccc(C)c1C,4,10,-2,-3,11,0,4,2,2,12
CCOC(=O)c1c(NC(=O)CSc2nnc(C)s2)sc2c1CCCCC2,4,-2,0,-10,0,1,1,2,3,6
COC(=O)C1(C(O)C(=O)c2ccc(C)cc2C)CCCCC1 (stereo not drawn),2,4,4,-3,7,-3,1,-1,5,0
CC1(C)CC(=O)C=C(Nc2ccccc2NC(=O)c2cc(Cl)ccc2F)C1,2,-2,-2,-2,.,-3,1,2,-1,.
CCOC1=C2[C@@H](CN(S(=O)(=O)c3ccc(C)cc3)[C@H]2c2ccccc2)[C@H]2C(=O)N(c3ccccc3)C(=O)[C@H]2C1,3,-5,-2,-7,12,0,-19,-4,-4,5
COc1ccc(-c2cc(C)no2)cc1S(=O)(=O)NCC(C)c1ccccc1 (stereo not drawn),1,2,-10,2,-5,5,9,7,0,1
CCn1c(SCC(=O)N2CCCC2=O)nc2ccccc21,3,-2,5,7,-2,5,-1,-3,2,5
CCOc1cccc(CNCc2cccnc2)c1OCc1ccccc1,3,0,1,7,-5,2,3,0,-1,7
Cc1cc(C)cc(NC(=O)N2CCCN(Cc3c(F)cccc3Cl)CC2)c1,2,-10,-1,-5,4,-4,-3,-3,-6,3
O=C1C2CC=CCC2C(=O)N1c1n[nH]c(-c2ccccc2)n1 (stereo not drawn),0,4,1,2,-1,1,-7,-5,-2,-2
COc1ccc(CN2C(=O)c3cccnc3C2Nc2cc(Cl)ccc2OC)cc1 (stereo not drawn),2,4,6,18,-2,1,9,0,-1,9
O=C(C1CCC(CNc2c(N3CCCCC3)c(=O)c2=O)CC1)N1CCCCC1 (stereo not drawn),-3,-5,-2,9,-5,-5,-5,0,-1,0
CC(C)c1ccc(Nc2c([N+](=O)[O-])c(=O)n(C)c3ccccc23)cc1,-2,2,-2,-5,7,-6,9,-1,-5,-16
CCNc1sc(C(=O)c2cccs2)c(N)c1C#N,-17,3,-3,2,-2,5,5,-4,-15,11
O=c1c2ccccc2nnn1Cc1ccccc1,2,5,-5,12,-4,0,-13,-1,5,-10
Cc1ccc(N2CCN(S(=O)(=O)c3ccc4oc(=O)ccc4c3)CC2)c(C)c1,-1,-3,-2,2,5,-1,-4,-3,-82,4
CCC1CCCCN1C(=O)CSc1nnc(-c2ccco2)o1 (stereo not drawn),-3,3,6,-11,2,5,-2,-4,-1,1
CCC(=O)c1cc2c(cc1NC(=O)c1ccccc1)OCCO2,-7,2,-3,2,-2,-3,2,0,-9,16
COc1ccc(S(N)(=O)=O)cc1C(=O)NCC1(N2CCCCC2)CCCCC1,-1,5,-1,7,-2,0,-3,-4,5,-16
O=C1CC(c2ccccc2)n2nc(NC(=O)c3cccs3)nc2N1 (stereo not drawn),0,0,1,-8,-3,-4,6,-4,1,-3
Cc1noc(/C=C/c2ccccn2)c1[N+](=O)[O-],-3,-7,0,-5,5,0,5,-3,-7,4
O=Nc1c(-c2cccc([N+](=O)[O-])c2)nc2ncccn12,2,0,18*,16,26*,1,3,2,-5,-13
CCO/C(C)=C1\N=C(c2ccc(Cl)cc2)OC1=O,0,-1,-2,2,2,-2,-6,-3,1,-3
CC(NS(=O)(=O)/C=C/c1ccccc1)c1ccccc1 (stereo not drawn),2,7,2,0,3,-1,5,1,-2,16
Cc1ccc(NC(=O)Nc2ccccc2CC[N+](=O)[O-])cc1,2,-6,4,8,-12,10,0,-1,1,10
Cc1cccc(NC2=C(Cl)C(=O)OC2OC(=O)c2ccco2)c1 (stereo not drawn),2,6,-5,9,0,-1,0,1,1,-5
CCOc1ccc(CCNC(=O)c2nnn(CC(=O)Nc3c(C)cc(C)cc3C)c2N)cc1OCC,2,1,11,-5,5,4,-6,-7,-7,-19
CC(C)(C)C(=O)COC(=O)CCc1nc2ccccc2[nH]c1=O,-13,8,1,3,-5,-12,-89,-33,-17,3
FC(F)(F)c1n[nH]c(=S)n1/N=C/c1ccco1,0,1,0,-7,-8,2,0,0,2,-4
O=C1Nc2ccccc2C(=O)N(C2CCCC2)C1C(=O)NC1CC1 (stereo not drawn),3,-4,-5,6,-4,-1,-9,-7,3,6
O=C(COC(=O)c1cc(Cl)ccc1[N+](=O)[O-])NCc1ccc(Cl)cc1Cl,-1,-2,9,11,6,-1,-2,0,-2,6
CC(=O)N1CCc2cc(C(=O)CN3CCN(c4ccccn4)CC3)ccc21,-10,-4,16,9,0,1,-2,-6,-17,-5
CCc1ccc2[nH]c(=O)c(CN(Cc3ccccc3OC)Cc3nnnn3Cc3ccco3)cc2c1,-63,-2,-10,0,4,5,-23,-11,-78,8
CC1Oc2ccccc2N(CC(=O)c2ccc(F)cc2)C1=O (stereo not drawn),0,6,3,2,-1,1,-1,-7,2,-7
CCOc1ccc(NC(=O)CSc2nnc(CCNC(=O)c3ccc(OC)cc3)n2CC)cc1,1,-2,-1,1,5,-2,0,-3,-1,3
COc1ccccc1NC(=O)CC(=O)Nc1ccccc1OC,7,0,-6,-14,-12,11,-2,1,-3,0
O=C(CN1C(=O)NC2(CCCCCCC2)C1=O)Nc1ccc(Br)cc1,5,-2,-4,-4,1,-6,6,-2,-3,-3
COCCN(C(=O)Cc1csc(-c2cccc(Cl)c2)n1)c1c(N)n(Cc2ccccc2)c(=O)[nH]c1=O,-27,1,-12,-2,1,1,-67,-27,-40,5
O=C(O)CCc1nc(-c2ccccc2)no1,3,1,3,-7,-15,-2,8,1,6,-7
COc1ccccc1/C=C/C=N/N1CCN(Cc2ccccc2)CC1,2,2,3,-6,-4,8,-8,-4,-2,16
